# BCR signal inh: qHTS Assay to Find Inhibitors of Chronic Active B-Cell Receptor Signaling | ABC-DLBCL IkBa-CBG/CBR reporter, luminescence ratio, 4 h | Potency, µM (highest dose often 46.1 µM), inactives show at the highest dose ratio change, negative = lower green/red ratio, hits mostly inhibitors | AID 493014, 2011 | 0.05% of 340,000 active; active = well fitted inhibition curve with a large enough effect in the signal ratio, with a control signal flat, not every such curve was filed as active; inconclusive = small, poorly fitted or top-dose-only effect, or effect the other way, or a change in a side signal; the % refers to the signal ratio;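 note: potency is the fitted concentration of half-maximal effect; plate controls were basal doxycycline-induced cells for no effect and cells given 10 µM MG132 for full effect; MG132 reads +100%, hits lower the ratio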
#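 TMD8 ABC-DLBCL cells carrying doxycycline-inducible green luciferase fused to IkappaBalpha plus unfused red luciferase were exposed to compounds (up to 46 uM) for 4 hrs at 37C. Activity came from the overlap-corrected green/red luminescence ratio.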
# TCR act: Activators of T cell receptors: qHTS campaign | AID 504894, 2011 | primary human leukocytes, anti-CD3, IL-2 HTRF, 48 h | 330,000 tested, under 10 active | Potency, µM (series often up to 9.22 µM), for inactives: top-dose activation of IL-2 secretion, usual class: activators; note: % of control where 0% means no effect
#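 Primary human leukocytes were stimulated with a-CD3 beads plus compounds for 48 hr without co-stimulation; secreted IL-2 was quantified by HTRF using a-IL-2-K (europium cryptate) and a-IL-2-d2, excited at 320nm with acceptor emission read at 665nm.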
# Eya2 inh: qHTS Assay for Inhibitors of the Phosphatase Activity of Eya2 | Protein phosphatase EYA2 (Homo sapiens), O00167 | recombinant Eya2, OMFP fluorescence dephosphorylation (OMFP is methylfluorescein phosphate) | Potency, µM (titrated, usually from 76.9 µM), inactives show top-dose activity, negative = inhibition, hits mostly inhibitors | 0.006% of 330,000 active; note: potency is the fitted concentration of half-maximal effect; % is set by controls: 0 for no effect and ±100 for the full control effect
# Target sequence (O00167 whole entry, looked up): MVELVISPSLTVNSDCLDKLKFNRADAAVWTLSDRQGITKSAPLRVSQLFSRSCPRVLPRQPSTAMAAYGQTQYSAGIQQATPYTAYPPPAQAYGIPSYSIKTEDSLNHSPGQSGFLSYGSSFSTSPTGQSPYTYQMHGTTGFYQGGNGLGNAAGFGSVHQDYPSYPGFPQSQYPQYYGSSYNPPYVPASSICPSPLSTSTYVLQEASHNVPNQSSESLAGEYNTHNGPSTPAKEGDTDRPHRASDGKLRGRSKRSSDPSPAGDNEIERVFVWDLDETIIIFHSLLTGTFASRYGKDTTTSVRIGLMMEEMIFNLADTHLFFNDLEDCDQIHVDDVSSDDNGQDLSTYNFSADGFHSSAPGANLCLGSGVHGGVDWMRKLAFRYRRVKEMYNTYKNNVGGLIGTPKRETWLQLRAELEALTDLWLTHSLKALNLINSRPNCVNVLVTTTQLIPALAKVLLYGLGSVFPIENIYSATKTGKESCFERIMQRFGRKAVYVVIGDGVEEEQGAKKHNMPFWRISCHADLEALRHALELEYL
#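 Eya2 (0.2 uM) preincubated 10 min at ambient with compound, then OMFP substrate added at 50 uM; 10 min reaction in 50 mM HEPES pH 7.5, 50 mM NaCl, 5 uM MgCl2, 0.05% BSA, 1 mM DTT. Fluorescence read at Ex 485/Em 525 nm.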
# Integrin act MD: qHTS for Activators of Integrin-Mediated Alleviation for Muscular Dystrophy; alpha7betagal myoblasts, beta-gal FDG fluorescence, 48 h; 0.064% of 350,000 active; Potency, µM (titrated, usually from 38.3 µM), without a hit: at the highest dose activation, hits mostly activators; AID 624291, 2012;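 note: potency is the fitted concentration of half-maximal effect; 100% = response of the positive control SU9516; nearly all actives have a fitted effect of over 60% in size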
#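 alpha7betagal+/- myoblasts (passage 13, 250/well) treated 48 h at 37C with compounds at 1:260 dilution of DMSO stock. Lysed, then beta-galactosidase activity read as FDG fluorescence (ex 480/em 540) after 30 min, with pre-read for autofluorescence.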
# ELG1 DNA repair: qHTS screen for small molecules that inhibit ELG1-dependent DNA repair in human embryonic kidney (HEK293T) cells expressing luciferase-tagged ELG1. HEK293T ELG1-luciferase reporter, luminescence, 16 h; DNA damage induced by 5-fluorouridine. Potency, µM (titrated, usually from 46.1 µM), for inactives: top-dose activity change, negative = inhibition, most hits filed as inhibitors. AID 504467, 2011. 2.3% of 330,000 active; note: potency is the fitted concentration of half-maximal effect; % is set by controls: 0 for no effect and ±100 for the full control effect; nearly all actives have a fitted effect of over 55% in size
#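 DMSO vehicle served as the neutral condition. Each well held 2,000 cells given 5-fluorouridine plus compound; after 16 hr at 37 °C/5% CO2, ONE-Glo was added and luciferase measured 30 min later.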
# TSHR antag: Antagonists of the Thyroid Stimulating Hormone Receptor: HTS campaign. activity change, negative = inhibition, % at 11.5 µM. TSHR-expressing cells, TSH-stimulated cAMP HTRF, 2 h; hits give low values. 0.2% of 330,000 active;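 active = activity change below a set negative limit, meaning inhibition stronger than a set level, cut at about -70% in these data; inconclusive = activity change between two set negative limits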; note: % is set by controls: 0 for no effect and ±100 for the full control effect
#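 Read-out is FRET at 665 nm (cryptate excitation 337 nm) from a cryptate-tagged anti-cAMP antibody, competed by cell cAMP against cAMP-d2. Compounds are tested on freshly harvested TSHR cells challenged with 4nM TSH (EC80) for 2 hours at 37 deg C.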
# AT treatment: qHTS Assay for Identifying a Potential Treatment of Ataxia-Telangiectasia; AID 485349, 2010; […] A-T fibroblasts, KAP-1 phosphorylation AlphaLISA; neocarzinostatin DNA damage 30 min before lysis; Potency, µM (doses to about 57.5 µM), for inactives: at the top dose activation, most hits filed as activators; 0.19% of 320,000 active; note: potency is the fitted concentration of half-maximal effect; % of control where 0% means no effect; nearly all actives have a fitted effect of over 45% in size
#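 hTERT-immortalized A-T patient fibroblasts ([…]), 500 cells/well in OPTI-MEM, 1% FBS, got compounds for 60 min, then NCS for 30 min at 37C. Lysates were then assayed for phospho-KAP-1 by AlphaLISA (anti-pKAP1 donor, anti-KAP1 acceptor beads), 6 hr at 25C.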
# PTAP TSG101 blk: qHTS Assay for Iinhibitors of HIV-1 Budding by Blocking the Interaction of PTAP/TSG101; AID 493005, 2010; Potency, µM (top dose mostly 115 µM), for the others: top-dose activity change, negative = inhibition, hits mostly inhibitors; Fluorescence polarization, FITC-PTAP peptide / Tsg101 binding; 340,000 tested, under 10 active; active = well fitted inhibition curve with a large enough effect in the main read-out, with a control signal flat, not every such curve was filed as active; inconclusive = small, poorly fitted or top-dose-only effect, or effect the other way, or a change in a side signal; inactive = no such curve, though single readings can be large or run the other way; note: potency is the fitted concentration of half-maximal effect; % of control where 0% means no effect
# Target sequence (Q99816 whole entry, looked up): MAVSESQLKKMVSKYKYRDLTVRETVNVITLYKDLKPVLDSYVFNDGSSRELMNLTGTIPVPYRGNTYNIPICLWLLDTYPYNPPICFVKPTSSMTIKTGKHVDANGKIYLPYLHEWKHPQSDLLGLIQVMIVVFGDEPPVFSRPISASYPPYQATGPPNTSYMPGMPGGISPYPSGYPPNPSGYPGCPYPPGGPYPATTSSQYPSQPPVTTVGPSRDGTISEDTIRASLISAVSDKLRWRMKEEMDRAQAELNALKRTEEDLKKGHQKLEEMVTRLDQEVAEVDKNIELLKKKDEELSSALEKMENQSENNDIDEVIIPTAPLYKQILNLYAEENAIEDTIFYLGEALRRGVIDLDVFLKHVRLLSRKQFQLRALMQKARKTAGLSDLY
#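 Steps: Tsg101 binding domain dispensed (10 uM final), compounds pinned in DMSO, FITC-labeled PTAP-motif peptide added (50 nM final); after 20 min binding at room temperature, polarization measured.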
# S-ASM inh: Inhibitors of Secretory Acid Sphingomyelinase (S-ASM): qHTS. AID 504937, 2011. 0.006% of 340,000 active. Sphingomyelin phosphodiesterase (Homo sapiens), P17405. Potency, µM (doses to about 57.5 µM), without a hit: at the highest dose activity change, negative = inhibition, hits mostly inhibitors. placental ASM, HMU-PC fluorogenic substrate, 60 min; note: potency is the fitted concentration of half-maximal effect
#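 Fluorogenic HMU-PC substrate (9 uM final) is turned over by placental ASM in 60 min at 37 C after a 10 min compound preincubation. Reaction ended by alkaline stop (pH 10), with fluorescence read at 386/447 nm.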
# Mito fusion yeast: qHTS Assay for Small Molecule Inhibitors of Mitochondrial Division or Activators of Mitochondrial Fusion; S. cerevisiae fusion-defective mutant growth rescue, CellTiterGlo 48 h; Potency, µM (top dose mostly 46.1 µM), for inactives: at the top dose growth rescue (activation), most hits filed as activators; 0.23% of 320,000 active; AID 485298, 2010;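 note: potency is the fitted concentration of half-maximal effect; % of control where 0% means no effect; nearly all actives have a fitted effect of over 45% in size; temperature-sensitive fusion mutants such as fzo1-1 at 37 °C on non-fermentable ethanol glycerol medium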
#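 Compounds are tested for their ability to restore growth of mitochondrial fusion-defective yeast strains at non-permissive 37C in YPEG medium over 48 hours. Viability is quantified by luciferase luminescence.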
# Tb PFK block: qHTS Assay to Find Inhibitors of T. brucei phosphofructokinase; T. brucei PFK, ADP-Glo luminescence; Potency, µM (series often up to 57.5 µM), for the others: at the highest dose activity, negative = inhibition, usual class: inhibitors; 0.17% of 330,000 active;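 note: potency is the fitted concentration of half-maximal effect; 0% = uninhibited 1x PFK enzyme wells and -100% = no-enzyme wells; nearly all actives have a fitted effect of over 60% in size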
#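 Activity is normalized to no-enzyme wells (full inhibition) and 1.25 nM enzyme wells (no inhibition). Reaction: 0.5 mM F6P, 0.1 mM ATP, 45 min RT, ADP-Glo luminescence; concentration-response curves fitted and classed by quality.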
# Numbers without * were called inactive; ? = inconclusive; . = not tested or not shown; [ ] = dose if it differs, or a comment. Unless noted, calls come from the whole dose curve; as a rule, active = well fitted curve in the direction sought with a large enough effect; inconclusive = small, poorly fitted or top-dose-only effect, or another doubt; inactive = no such curve, though single readings can be large; an effect the other way counts as inactive or inconclusive.
# The line under a structure holds: BCR signal inh	TCR act	Eya2 inh	Integrin act MD	ELG1 DNA repair	TSHR antag	AT treatment	PTAP TSG101 blk	S-ASM inh	Mito fusion yeast	Tb PFK block
(1) CC(=O)c1cc(NC(=O)c2ccccc2)c(=O)oc1C
    3%	3%	3%	-10%	?	1	0%	0%	-1%	11%	-2%
(2) CCN(CC(=O)Nc1ccccc1C(F)(F)F)C(=O)CCS(=O)(=O)c1ccc(Cl)cc1
    -13%	0%	-8%	3%	-26%	-3	12%	-1%	4%	-2%	-1%
(3) COc1ccc(CCNC(=O)c2ccc3c(c2)N(Cc2ccccc2)CCS3)cc1OC
    5%	0%	1%	30%	?	-25	3%	0%	189%[activator]	0%	0%
(4) CCOc1ccc(C(=O)Cn2cnnc2C#N)cc1
    -4%	4%	-17%	39%	25%	-23	4%	-3%	4%	-7%	1%
(5) Cc1cc(C)c(Cn2cnc(-c3ccc([N+](=O)[O-])cc3)c2)c(C)c1
    -11%	19%	1%	-25%	-29%	-24	-2%	-1%	-20%	0%	-2%
(6) CCOC(=O)CSc1nc2c(cnn2-c2ccc(F)cc2)c(=O)[nH]1
    -1%	-3%	13%	-20%	-4%	-11	16%	-3%	3%	7%	-1%
(7) COc1ccc(CNC(=O)CCSCc2ccccc2Cl)c(OC)c1
    -7%	0%[46.1 µM]	6%	11%	0%	5	-1%	-1%	7%	11%	-3%
(8) O=C(O)CCC(=O)c1ccc2c(c1)OCCCO2
    ?	-3%	26%	14%	10%	-7	18%	-2%	6%	5%	4%
(9) COc1ccc(/C=C/C(=O)Nc2ccccc2C(=O)NCC(c2ccc(OC)cc2)N(C)C)cc1 (stereo not given)
    ?	-3%	-6%	-39%	?	-13	1%	-3%	0%	5%	6%
(10) CCCn1nc(C(=O)NNC(=O)Cc2ccc(S(=O)(=O)N3CCOCC3)s2)c2ccccc2c1=O
    28%	-4%	-9%	-13%	?	18	.	0%	-2%	8%	-18%
(11) COc1ccc(CNC(=O)C(C)Sc2ccc(S(=O)(=O)N3CCOCC3)cn2)cc1 (stereo not given)
    -1%	-37%	18%	-1%	1%	-8	-7%	-1%	0%	16%	5%
(12) O=C(O)C(Cc1ccccc1)N1C(=O)/C(=C/c2cccnc2)SC1=S (stereo not given)
    -1%	-11%	-7%	4%	-4%	6	-2%	-3%	-2%	1%	-1%
(13) O=C(O)CCCn1cc(NC(=O)COc2ccc([N+](=O)[O-])cc2)cn1
    -26%	-1%	-10%	-24%	16%	-6	-1%	-3%	0%	-11%	-17%
(14) COC(=O)N/N=C/c1ccc(-c2ccc(Cl)cc2Cl)o1
    -8%	0%	16%	4%	0%	-10	-4%	-2%	-6%	4%	-1%
(15) CCCC(NC(=O)c1ccc(Br)o1)c1nc2ccccc2[nH]1 (stereo not given)
    -3%	4%	4%	-8%	9%	.	5%	1%	4%	.	0%
(16) O=C(Nc1ccc(Cl)cc1N1CCOCC1)C1CC1
    5%	-9%	0%	?	4%	-8	-20%	-2%	2%	-2%	-4%
(17) O=C(NCCc1ccccc1)C(=O)c1c(-c2ccccc2)cc2ccccn12
    3%	1%[46.1 µM]	-9%	-17%	?	19	-3%	0%	-5%	25%	-4%
(18) COC(=O)N/N=C(\C)c1ccc(OC(F)F)cc1
    0%	2%	13%	12%	?	-1	-2%	-2%	2%	-4%	-1%
(19) Cc1nc(SCC(=O)NCC(F)(F)F)c2c(-c3cccs3)csc2n1
    0%	6%[46.1 µM]	-11%	4%	?	-48	9%	-2%	1%	-9%	3%
(20) CCOCCCNC(=S)N1CCC(NC(=O)c2ccco2)CC1
    2%	1%	1%	-27%	13%	-3	6%	-7%	1%	0%	-4%
(21) O=C(NCc1ccco1)C(=O)NCC1OCCCN1S(=O)(=O)c1ccc(Cl)cc1 (stereo not given)
    1%	4%	1%	-4%	-8%	2	0%	-1%	1%	5%	-2%
(22) COc1ccccc1-c1ccc(Nc2cccc(C(F)(F)F)c2)nn1
    ?	-3%[46.1 µM]	-10%	23%	?	-9	8%	-1%	2%	-3%	0%
(23) OCCC1CN(Cc2cnn(-c3ccc(F)cc3)c2)CCN1Cc1ccsc1 (stereo not given)
    -6%	1%	-8%	8%	?	-3	0%	2%	1%	-4%	0%
(24) CCOc1ccc(C(=O)N2CCc3cc(OC)c(OC)cc3C2)cc1OCC
    0%	-4%	3%	-11%	?	-2	-2%	-5%	-1%	-1%	-6%
(25) CCN1CCN(C(=S)Nc2ccc([N+](=O)[O-])cc2)CC1
    ?	-6%	4%	24%	?	-4	-4%	1%	-4%	-2%	-8%
(26) CC(=O)N1CCN(C(=O)c2cc3ccccc3o2)CC1
    ?	2%	-2%	8%	?	-15	3%	-2%	5%	0%	0%
(27) CCOC(=O)c1c(NC(=O)CCCN2CCOCC2)sc2c1CC(C)(C)OC2
    -10%	14%	8%	-20%	?	-15	4%	-3%	0%	-1%	0%
(28) COc1cc(/C=N/NC(=O)c2ccc3c(c2)OCCO3)cc(Br)c1O
    ?	-4%	2%	-7%	?	-16	1%	2%	-2%	0%	7%
(29) Cc1ccc2ncnc(Nc3ccccc3)c2c1
    6%	3%	11%	15%	-25%	-3	-4%	0%	13%	5%	-7%
(30) COc1ccc(CCNC(=O)CSc2nnnn2-c2ccc(OC)c(OC)c2)cc1OC
    ?	2%	-3%	-13%	2%	20	-6%	-4%	1%	6%	1%

# The line under a structure holds: BCR signal inh	TCR act	Eya2 inh	Integrin act MD	ELG1 DNA repair	TSHR antag	AT treatment	PTAP TSG101 blk	S-ASM inh	Mito fusion yeast	Tb PFK block
(31) C/C(Cc1ccccc1)=N\NC(=O)CNC(=O)c1cccc(F)c1
    2%	2%	2%	4%	?	17	-1%	-5%	3%	-8%	-2%
(32) Cc1[nH]c2ccc(-c3n[nH]c(=S)n3-c3ccc(Br)cc3)cc2c1C
    -1%	2%	-14%	9%	1%	4	-6%	-13%	0%	-6%	3%
(33) COc1ccccc1C(=O)COC(=O)COc1cccc2c1OC(C)(C)C2
    ?	-1%	-11%	-10%	?	-23	-1%	.	-3%	-6%	1%
(34) Fc1ccc2nc(N3CCOCC3)sc2c1
    -17%	0%	-12%	1%	?	-14	0%	0%	3%	0%	-1%
(35) CC(C)CC1Nc2ccc(C(=O)NCCCN3CCCCC3C)cc2NC1=O (stereo not given)
    -4%	-6%	0%	-9%	4%	25	7%	-2%	51%[activator]	4%	-3%
(36) Cc1nc(SCC(=O)c2ccc(Cl)cc2)c([N+](=O)[O-])[nH]1
    -6%	1%	-4%	-51%[inhibitor]	1%	0	3%	-5%	-5%	2%	-8%
(37) CCOC(=O)/C(N=O)=C(\O)C1CCN(C(=O)OCC)CC1
    ?	-5%	-2%	-12%	7%	-2	.	-1%	3%	-1%	2%
(38) S=C(NCc1ccccc1Cl)NC1CCCC1
    -4%	1%[46.1 µM]	-14%	4%	-14%	-10	3%	-1%	5%	?	-6%
(39) COc1cccc(C(=O)Nc2ccc(N3CCN(S(C)(=O)=O)CC3)cc2)c1
    ?	7%	-11%	19%	?	0	1%	-6%	-3%	1%	-2%
(40) COc1ccc(C(=O)NCc2cccnc2)cc1S(=O)(=O)N1CCOCC1
    ?	.	5%	-31%[7.66 µM]	12%	0	-12%	-13%	4%	-7%	1%
(41) Cc1nnc2sc(SCc3cccc(Cl)c3)nn2c1=O
    ?	9%	3%	-4%	?	-7	3%	-2%	-3%	-2%	-21%
